High-throughput results from PubChem BioAssay.
DENV2 CPE rescue: DENV2-induced cell death inhibition; hit rate 1.7% among 350,000; DENV2-infected cells, cytopathic effect rescue, plate reader; CPE inhibition, % at 9.99 µM; in the data active = CPE inhibition above about 20%, passing the limit was not always enough; inconclusive = no clear call, values can overlap the other calls; tested in BHK-21 cells;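 also: 0% = median of neutral control wells and 100% = median of positive control wells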
E-sel inducer: E-selectin induction on HUVECs | HUVEC E-selectin immunofluorescence imaging; normalized: neutral wells 0, TNF-alpha wells 100 | activation, % at 7.58 µM | hit rate 0.37% among 260,000 | AID 686992;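 active = mean E-selectin-positive cell signal at least 10% of the positive control, reached in at least 60% of replicates, without over 20% cell loss; inconclusive = no rule given, readout overlaps actives, possibly toxicity-flagged; inactive = the rest, including those meeting only one limit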;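 also: in these data hits start at about 27%; measured in HUVEC primary endothelial cells; signal is the percent of cells scored E-selectin positive by PE staining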
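System: HUVEC / Compound: single concentration / Signal: immunofluorescence imaging / Read-out: percent E-selectin-positive cells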
SIRT5 inh: blocks human SIRT5 desuccinylation of peptide | Q9NXA8 | Purified SirT5, succinyl-peptide AMC, trypsin-coupled fluorescence | inhibition, % at 15 µM | hit rate 1.1% among 330,000 | AID 652115; in the data active = inhibition above about 15%; inconclusive = no clear call, values can overlap the other calls
Target sequence (Q9NXA8 whole entry, looked up): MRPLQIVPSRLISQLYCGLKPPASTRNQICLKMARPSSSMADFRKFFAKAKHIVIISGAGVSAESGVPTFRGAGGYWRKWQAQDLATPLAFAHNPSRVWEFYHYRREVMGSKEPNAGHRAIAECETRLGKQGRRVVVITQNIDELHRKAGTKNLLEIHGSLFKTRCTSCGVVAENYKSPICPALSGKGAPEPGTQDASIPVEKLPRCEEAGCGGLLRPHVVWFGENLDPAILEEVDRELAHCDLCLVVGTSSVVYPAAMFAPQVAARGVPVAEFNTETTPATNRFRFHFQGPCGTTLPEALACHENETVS
ERp5 inh: blocks human ERp5 reductase activity on insulin; inhibition, % at 9.99 µM; ERp5 insulin aggregation, absorbance 650 nm, 90 min; hit rate 0.05% among 350,000;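 active = mean replicate inhibition above about 25%, with every replicate also reaching it, limit read from the data, passing the limit was not always enough; inconclusive = only one of those two criteria met; inactive = neither criterion met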
Target sequence (Q15084 whole entry, looked up): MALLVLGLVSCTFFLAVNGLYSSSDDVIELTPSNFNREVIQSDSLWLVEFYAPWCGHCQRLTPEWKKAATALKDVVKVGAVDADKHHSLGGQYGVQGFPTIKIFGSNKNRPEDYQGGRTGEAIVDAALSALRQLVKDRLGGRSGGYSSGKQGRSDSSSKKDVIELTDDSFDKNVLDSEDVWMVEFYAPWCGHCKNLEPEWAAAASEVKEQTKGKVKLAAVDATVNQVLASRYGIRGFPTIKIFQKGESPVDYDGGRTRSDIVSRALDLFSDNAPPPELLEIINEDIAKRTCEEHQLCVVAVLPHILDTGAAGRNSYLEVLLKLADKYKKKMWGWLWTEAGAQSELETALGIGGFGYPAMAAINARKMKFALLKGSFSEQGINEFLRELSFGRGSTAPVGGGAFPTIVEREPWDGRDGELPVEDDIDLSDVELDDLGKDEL
C2C12 statin: protects C2C12 myotubes from simvastatin toxicity; AID 602340; rescue of ATP level, % at 7.49 µM; hit rate 0.78% among 330,000; ATP luminescence, 48 h; scaled: DMSO 0, geranylgeraniol control 100;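 active = mean ATP rescue above about 67%, or every replicate alone reaching that limit, limit read from the data, passing the limit was not always enough; inconclusive = no clear call, values can overlap the other calls; inactive = mean under the limit and some replicate under it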;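 also: myotubes were challenged with 10 µM simvastatin during compound exposure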
PglD DTNB: inhibitors of Campylobacter jejuni PglD acetyltransferase; AID 602405; inhibition, % at 12.5 µM; hit rate 0.098% among 360,000; purified PglD enzyme, DTNB colorimetric CoA detection; in the data active = inhibition above about 16%, passing the limit was not always enough; inconclusive = no clear call, values can overlap the other calls; also: strong numbers were not always called active
S100A4 inh HTS: blocks human S100A4 binding to myosin IIA peptide; S100A4/TAMRA-MyoIIA peptide fluorescence polarization; inhibition, % at 10.7 µM; hit rate 0.14% among 360,000;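 active = mean inhibition of at least 70% across replicates, with every replicate also reaching that level; inconclusive = mean inhibition reaches 70% but some replicates fall short; inactive = mean inhibition below 70%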
Target sequence (P26447 whole entry, looked up): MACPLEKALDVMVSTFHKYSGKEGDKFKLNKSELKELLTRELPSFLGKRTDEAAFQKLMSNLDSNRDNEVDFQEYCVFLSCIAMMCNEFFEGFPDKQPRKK
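Material: human S100A4 monomer with TAMRA-labelled myosin IIA peptide; buffer or medium: HEPES pH 7.2 with CaCl2, KCl, NaCl, DTT, Triton; compound dosing: one concentration per compound; schedule: 5 min incubation before reading; benchmarks: neutral control DMSO, positive control TFP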
The depositor's hits bear a star; ? = inconclusive; . = not tested or not shown. Only part of the results is shown; count on the stated rates, not on these rows.

Compound	DENV2 CPE rescue	E-sel inducer	SIRT5 inh	ERp5 inh	C2C12 statin	PglD DTNB	S100A4 inh HTS
CNC(=O)c1cc(NC(=O)CCn2nc(-c3ccc(C)cc3)c3ccccc3c2=O)ccc1OC	-1	.	0	0	.	10	6
COc1ccccc1N1CCN(C(=O)c2cccc(N3C(=O)C4C5C=CC(C5)C4C3=O)c2)CC1 (stereo not given)	-5	-0.3	-6	3	12	7	0
C1=C[C@H]2CC[C@@H]1N(c1ccccc1)O2	2	.	0	-2	2	1	-2
Cc1ccc(NC(=O)COC(=O)Cn2nc(-c3ccc(F)cc3)oc2=O)cc1C	1	0.5	.	2	11	-7	-4
CC1(c2nnc(-c3ccncc3)o2)CC(c2c(Cl)cccc2Cl)=NO1 (stereo not given)	11	0.0	0	-8	-15	5	-1
COc1ccccc1CN1[C@@H]2c3cccc(=O)n3C[C@@H]2[C@@H](CO)[C@@H]1C(=O)NCc1ccccc1	4	0.0	7	-4	2	-1	9
COc1ccc(N(C=O)C(=S)SC)cc1	-4	2.5	-1	-3	5	.	2
CC1(c2cccc(N)c2)OCCO1	?	0.0	.	0	3	2	3
O=C(NC(Cc1c[nH]c2ccccc12)C(=O)N/N=C/c1ccc(Cl)cc1)c1cccs1 (stereo not given)	0	.	1	1	.	.	-3
CC1CCC(NC(=O)CN(C)S(=O)(=O)c2cccc3cccnc23)CC1 (stereo not given)	4	0.0	-3	1	.	.	0
Cc1ccc(Nc2nc(-c3sc(N)nc3C)cs2)cc1	47*	7.4	-1	2	-21	0	-10
COc1cc(/C=N/Nc2nc(Nc3ccccc3)nc(-n3nc(C)cc3C)n2)cc(OC)c1OC	-1	-0.1	-3	2	-127	4	-3
CSCCC(C(=O)Nc1c(C)cccc1C)N(Cc1ccccc1)Cc1ccccc1 (stereo not given)	?	-0.5	-3	-4	4	-2	-4
N#CCCn1cc(/C=N/NC(N)=S)c(-c2ccccc2)n1	5	7.7	1	-3	.	.	3
CCS(=O)(=O)N1CCC(N2CCC(C)CC2)CC1	2	2.8	-4	-6	.	-4	9
CCOC(=O)N1CCN(CC(O)COc2ccc3c(c2)CCC3)CC1 (stereo not given)	4	.	-3	-1	1	3	-4

Single records, as listed above:
`C1=C[C@H]2CC[C@@H]1N(c1ccccc1)O2` is listed with DENV2 CPE rescue = 2; E-sel inducer = .; SIRT5 inh = 0; ERp5 inh = -2; C2C12 statin = 2; PglD DTNB = 1; S100A4 inh HTS = -2
`N#CCCn1cc(/C=N/NC(N)=S)c(-c2ccccc2)n1` is listed with DENV2 CPE rescue = 5; E-sel inducer = 7.7; SIRT5 inh = 1; ERp5 inh = -3; C2C12 statin = .; PglD DTNB = .; S100A4 inh HTS = 3

Following part:
Compound	DENV2 CPE rescue	E-sel inducer	SIRT5 inh	ERp5 inh	C2C12 statin	PglD DTNB	S100A4 inh HTS
O=C1c2ccc(Br)cc2C(=O)N1c1ccc(Cc2ccncc2)cc1	-4	4.6	.	1	.	.	3
COc1ccc(C(=O)NC2=NCCS2)cc1S(=O)(=O)N1CCCCC1C (stereo not given)	-3	.	-1	5	.	.	-2
CC(C)NC(=O)Nc1ccc2c(c1)C(=O)N([C@H](C)CO)C[C@H](C)[C@@H](CN(C)S(=O)(=O)c1cccs1)OCCCC[C@H](C)O2	0	.	1	1	.	1	6
CO[C@H]1CN(C)C(=O)c2ccc(NC(C)=O)cc2OC[C@@H](C)N(CC2CCCCC2)C[C@@H]1C	-1	-0.1	-7	2	10	-1	12
Cc1cccc(C)c1-n1nnnc1C(c1cccs1)N1CCN(C/C=C/c2ccccc2)CC1 (stereo not given)	-6	-0.1	-4	-2	-7	-1	2
CCN1[C@@H]2Cn3c(ccc(C4=CCCCC4)c3=O)[C@H]1[C@@H](C(=O)N1CCc3ccccc3C1)[C@@H]2CO	7	-0.1	-10	5	-2	4	-3
CC(C)NC(=O)N1[C@@H](C#N)[C@H](c2ccc(C#CC3CC3)cc2)[C@@H]1CO	-4	-0.1	0	?	-13	1	-4
CN1CCN(S(=O)(=O)NC[C@H]2O[C@@H](n3cnc4c(N)ncnc43)[C@H](O)[C@@H]2O)CC1	-5	0.0	1	6	1	1	0
CN1C(=O)c2ccc(NC(=O)c3c(C(=O)O)cccc3[N+](=O)[O-])cc2C1=O	-4	0.2	-2	2	-3	-3	19
Cc1occc1-c1nnc(SCC(=O)N2CCCCC2)o1	-1	.	0	3	.	0	4
Cc1cc(CNC(=O)C2(C(F)(F)F)C/C(=C\CCO)CCCO2)nn1C (stereo not given)	2	-0.5	4	2	10	1	7
CCOc1ccccc1NC(=O)Nc1ccsc1C(=O)OC	-3	-0.1	1	2	3	-3	0
Cc1cc(NC(=O)CSCC(=O)Nc2cc(Cl)ccc2N2CCN(C)CC2)no1	5	.	1	-3	0	-5	-4
Cc1noc(C)c1NC(=O)N(C)C[C@@H]1Oc2ncc(C#CC3CC3)cc2C(=O)N([C@H](C)CO)C[C@H]1C	-10	0.3	-2	-1	8	2	-6
Fc1cccc(NC(=S)N2CCn3cccc3C2c2cccnc2)c1 (stereo not given)	-1	11	.	6	9	3	-6
COc1ccc(CNC(=O)c2cccnc2)cc1	12	.	-1	4	10	-7	0
CC(C)(C)n1ncc2c(=O)n(Cc3ccccc3Br)cnc21	-25	.	.	-4	-1	2	-5
COc1cccc(-c2ccc([C@@H]3[C@@H](CO)N(C(=O)Cc4ccccc4)[C@H]3C#N)cc2)c1	6	-0.4	-2	0	44	-2	14
Cc1nn(C2CCS(=O)(=O)C2)c(C)c1CN(C)C(=O)c1ccc(Cl)cc1 (stereo not given)	-1	0.3	-2	-18	4	3	-4
CCOC(=O)C(NC(C)=O)(OCc1ccccc1)C(F)(F)F (stereo not given)	.	0.6	.	.	3	-2	.
Nn1c(SCc2ccccc2F)nnc1-c1ccccn1	3	5.9	0	-2	.	8	-1
Cc1ccc(-c2nnn(CC(=O)N(c3ccc4c(c3)OCCO4)C(C(=O)NCC3CCCO3)c3ccc(F)cc3)n2)o1 (stereo not given)	-7	.	-2	4	.	.	4
O=S(=O)(NCCNc1ncc(C(F)(F)F)cc1Cl)C(F)(F)F	-2	.	-1	1	.	.	1
CCOC(=O)CCN(C(=O)Nc1ccccc1)C1CCCCC1	-1	-0.5	-4	4	0	5	-2
CC1CCCCC12NC(=O)N(CC(=O)NC1CCCc3ccccc31)C2=O (stereo not given)	2	-0.5	-1	-1	.	.	41
CC(=O)NCCNc1nc2cc(-c3ccccc3CO)sc2c(=O)n1C	-1	-0.1	.	6	13	-1	3
O=C(NC(=O)N1CCSCC1)c1c(Cl)cccc1Cl	5	7.1	-7	-5	.	.	24
COC(=O)[C@@]12C[C@@H](CC(=O)NCc3ccc(C)o3)C(=O)N(Cc3ccc4c(c3)OCO4)C1=CCC(C)(C)C2	-3	-0.3	-3	2	.	.	0
COc1ccc(-c2coc3c(C(=O)NC(C)C)cccc23)c(C)c1	-7	-0.2	7	6	14	-3	-4
Cc1c(NS(=O)(=O)c2cccc([N+](=O)[O-])c2)c(=O)n(-c2ccccc2)n1C	1	.	0	1	5	0	-6
C[C@H](CO)N1C[C@H](C)[C@H](CN(C)C(=O)C2CCCCC2)OCCCC[C@H](C)Oc2ccc(NC(=O)Nc3cccc4ccccc34)cc2C1=O	9	0.4	7	-3	.	0	-16
NC[C@H](O)c1ccc(O)c(O)c1	1	2.0	0	2	2	-5	10
COc1cccc(/C=C/C(=O)OCC(=O)Nc2ccc(Cl)c(S(=O)(=O)N(C)C)c2)c1OC	2	.	-8	10	.	.	-1
CCOC(=O)C(C)CC(C)C(=O)N1CCOCCOCCN(C(=O)C(C)CC(C)C(=O)OCC)CCOCC1 (stereo not given)	.	0.3	.	.	-4	0	.
COc1ccc(N2CCN(C(=O)c3ccc4c(=O)n5c(nc4c3)CCCCC5)CC2)cc1	3	0.0	2	-3	-4	0	4
COc1ccc(NC(=O)Nc2cccc3c2O[C@H](CN(C)C(=O)Nc2ccc(F)cc2)[C@H](C)CN([C@@H](C)CO)C3=O)cc1	4	-1.0	0	-1	-3	-1	-14
COc1cccc(-c2c(C(=O)O)cc(O)c3ccc(OC)cc23)c1	-2	-0.3	.	5	-3	7	-2
O=C(C1CC1)N1[C@@H](CO)[C@@H](c2ccccc2)C12CN(Cc1cccc(Cl)c1)C2	12	-0.1	-2	-1	.	.	-5
Cc1cccc(CN2C(=O)c3ccccc3Sc3ccc(C(=O)NCCN4CCOCC4)cc32)c1	6	0.0	.	-4	1	.	-1

Reformatted with values under each structure: 14 of the compounds above
Results follow in this order: DENV2 CPE rescue	E-sel inducer	SIRT5 inh	ERp5 inh	C2C12 statin	PglD DTNB	S100A4 inh HTS
- CC1CCCCC12NC(=O)N(CC(=O)NC1CCCc3ccccc31)C2=O (stereo not given)
 : 2	-0.5	-1	-1	.	.	41
- CC(=O)NCCNc1nc2cc(-c3ccccc3CO)sc2c(=O)n1C
 : -1	-0.1	.	6	13	-1	3
- O=C(NC(=O)N1CCSCC1)c1c(Cl)cccc1Cl
 : 5	7.1	-7	-5	.	.	24
- COC(=O)[C@@]12C[C@@H](CC(=O)NCc3ccc(C)o3)C(=O)N(Cc3ccc4c(c3)OCO4)C1=CCC(C)(C)C2
 : -3	-0.3	-3	2	.	.	0
- COc1ccc(-c2coc3c(C(=O)NC(C)C)cccc23)c(C)c1
 : -7	-0.2	7	6	14	-3	-4
- Cc1c(NS(=O)(=O)c2cccc([N+](=O)[O-])c2)c(=O)n(-c2ccccc2)n1C
 : 1	.	0	1	5	0	-6
- C[C@H](CO)N1C[C@H](C)[C@H](CN(C)C(=O)C2CCCCC2)OCCCC[C@H](C)Oc2ccc(NC(=O)Nc3cccc4ccccc34)cc2C1=O
 : 9	0.4	7	-3	.	0	-16
- NC[C@H](O)c1ccc(O)c(O)c1
 : 1	2.0	0	2	2	-5	10
- COc1cccc(/C=C/C(=O)OCC(=O)Nc2ccc(Cl)c(S(=O)(=O)N(C)C)c2)c1OC
 : 2	.	-8	10	.	.	-1
- CCOC(=O)C(C)CC(C)C(=O)N1CCOCCOCCN(C(=O)C(C)CC(C)C(=O)OCC)CCOCC1 (stereo not given)
 : .	0.3	.	.	-4	0	.
- COc1ccc(N2CCN(C(=O)c3ccc4c(=O)n5c(nc4c3)CCCCC5)CC2)cc1
 : 3	0.0	2	-3	-4	0	4
- COc1ccc(NC(=O)Nc2cccc3c2O[C@H](CN(C)C(=O)Nc2ccc(F)cc2)[C@H](C)CN([C@@H](C)CO)C3=O)cc1
 : 4	-1.0	0	-1	-3	-1	-14
- COc1cccc(-c2c(C(=O)O)cc(O)c3ccc(OC)cc23)c1
 : -2	-0.3	.	5	-3	7	-2
- O=C(C1CC1)N1[C@@H](CO)[C@@H](c2ccccc2)C12CN(Cc1cccc(Cl)c1)C2
 : 12	-0.1	-2	-1	.	.	-5
